# PostGolgi yeast: growth inhibition of a yeast mutant, post-Golgi transport screen. AID 739. 98,000 compounds, 0.9% hits. post-Golgi transport phenotypic cell assay. inhibition, % at 10 µM;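 further: yeast cells grown in 1536-well plates; yeast grown about 18 h at 30C before absorbance read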
# S1P2 agonist: agonists of human S1P2 receptor. AID 729. S1P2-expressing cell line, agonist reporter read-out. 97,000 compounds, 0.46% hits. O95136. activation, % at 4.5 µM; in the data active means activation above about 16%;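 further: 0% = vehicle low control and 100% = maximal reference agonist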
# Target sequence (O95136 whole entry, looked up): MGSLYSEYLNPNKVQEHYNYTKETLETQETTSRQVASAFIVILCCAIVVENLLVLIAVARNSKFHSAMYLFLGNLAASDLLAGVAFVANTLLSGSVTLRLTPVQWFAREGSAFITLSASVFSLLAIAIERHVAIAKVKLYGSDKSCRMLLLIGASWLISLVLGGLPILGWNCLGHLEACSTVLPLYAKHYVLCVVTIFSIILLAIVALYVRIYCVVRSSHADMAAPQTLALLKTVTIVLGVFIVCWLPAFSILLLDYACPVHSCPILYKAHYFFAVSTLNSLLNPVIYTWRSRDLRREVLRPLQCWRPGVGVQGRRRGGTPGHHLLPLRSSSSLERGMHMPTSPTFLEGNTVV
# hDAT+cocaine: modulates human dopamine transporter uptake under cocaine. LLC-PK1 hDAT cells, [14C]-dopamine uptake with cocaine IC80; actives deviate in either direction. B-score at 10 µM. Q01959. 110,000 compounds, 1.3% hits;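 active means Z score or B-score, a plate-position-corrected score, falls beyond the plate's 99.7% confidence bounds, in either direction; inactive means both scores lie inside the 99.7% bounds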;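 further: scored against the spread of the other compound wells on the same plate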
# Target sequence (Q01959 whole entry, looked up): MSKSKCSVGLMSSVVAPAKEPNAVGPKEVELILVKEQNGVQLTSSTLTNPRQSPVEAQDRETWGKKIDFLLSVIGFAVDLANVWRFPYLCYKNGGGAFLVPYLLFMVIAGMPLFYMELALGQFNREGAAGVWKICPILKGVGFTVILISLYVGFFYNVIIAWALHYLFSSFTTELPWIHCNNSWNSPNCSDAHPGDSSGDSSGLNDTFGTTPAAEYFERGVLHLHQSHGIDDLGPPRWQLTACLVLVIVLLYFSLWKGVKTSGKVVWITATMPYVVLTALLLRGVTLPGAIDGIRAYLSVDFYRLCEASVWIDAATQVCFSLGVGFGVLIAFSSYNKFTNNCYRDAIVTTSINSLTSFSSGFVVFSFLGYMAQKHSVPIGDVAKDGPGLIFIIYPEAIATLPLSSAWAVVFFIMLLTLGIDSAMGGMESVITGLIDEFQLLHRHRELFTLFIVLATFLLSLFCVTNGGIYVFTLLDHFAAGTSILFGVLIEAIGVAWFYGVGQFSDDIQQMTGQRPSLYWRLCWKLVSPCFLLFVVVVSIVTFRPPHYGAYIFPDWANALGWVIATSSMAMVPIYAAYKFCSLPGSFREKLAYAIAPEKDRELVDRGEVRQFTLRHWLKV
# S1P2 antag: S1P2 (human) receptor antagonism. cell-based S1P2 antagonist assay, inhibition at 5 uM. O95136. inhibition, % at 5 µM. 97,000 compounds, 0.21% hits; in the data active means inhibition above about 45%;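 further: CRE beta-lactamase reporter cells expressing human S1P2 stimulated with S1P; 0% = agonist at EC80 alone and 100% = agonist plus reference antagonist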
# sEH inhibitor: blocks human soluble epoxide hydrolase activity; inhibition, % at 2 µM; recombinant human sEH enzymatic activity assay; 91,000 compounds, 0.34% hits; AID 707; in the data active means inhibition above about 80%; further: values of inactives mirror those of a sister screen read the other way; many of its hits are not listed in these tables
# CYP2C19 activ: cytochrome P450 2C19 (human) activation | recombinant CYP2C19, luciferin-H EGE luminescence; active compounds read high; 0 = fully inhibited enzyme, 1 = untreated enzyme | activation factor at 5 µM | 96,000 tested, under 10 active | AID 1025;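 active means activation factor of at least 2 at 5 µM in the primary screen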;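 further: 0 = wells with 2.5 mM tranylcypromine and 1 = vehicle-only wells; values of inactives mirror those of a sister screen read the other way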
# CYP2C19 inhib: human CYP2C19 inhibition; AID 778; inhibition, % at 5 µM; CYP2C19 Supersomes, luciferin-H EGE luminescence, 30 min; P33261; 96,000 compounds, 21% hits;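 active means CYP2C19 inhibition above a set limit at 5 µM in the primary screen, cut at about 50% in these data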;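 further: plate controls were negative control wells for no effect and 2.5 mM tranylcypromine positive control for full effect; values of inactives mirror those of a sister screen read the other way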
# sEH act: soluble epoxide hydrolase (human) activation; activation, % at 2 µM; AID 717; purified human sEH enzymatic activity, activator screen; 91,000 compounds, 0.04% hits; P34913; in the data active means activation above about 37%; further: values of inactives mirror those of a sister screen read the other way
# PostGolgi ctrl: inhibits growth of the yeast control strain; inhibition, % at 10 µM; AID 738; 98,000 compounds, 5% hits; efflux-deficient yeast background strain, growth absorbance A615, 16 h
# An asterisk follows results filed as active; x = no result given. Unless noted, no stated cut-off is given here; in the data, active means inhibition above about 30%; inactive means the rest.
1: COc1ccc(OC)c(N(CC(=O)NCc2ccncc2)S(C)(=O)=O)c1
2: Cc1cccc(NC(=O)Cn2nnc(-c3cccs3)n2)c1C
3: O=S1(=O)CCN2C(=N1)SC1=C2CCN(Cc2ccccc2)C1
4: Cc1nn(C)c(Oc2cccc(Cl)c2)c1C(=O)Nc1ccc(F)cc1F
5: O=C1CCCC2=C1C(c1ccncc1)c1c(nc(SCc3ccccc3Cl)[nH]c1=O)N2 (centres undefined)
6: COc1cc(NC(=O)COc2cccc(OC)c2)cc(OC)c1
7: CS(=O)(=O)c1ccccc1-c1nc(-c2cc(C(F)(F)F)cc(C(F)(F)F)c2)no1
8: CC(C)(C)C(=O)Nc1nc(-c2ccc3c(c2)OCO3)cs1

assay / compound	1	2	3	4	5	6	7	8
PostGolgi yeast	18	-3	0	11	-4	-1	4	-3
S1P2 agonist	2	-6	-9	3	-2	-2	-6	-5
hDAT+cocaine	0.14	-0.53	0.031	x	0.2	-0.04	x	x
S1P2 antag	-12	10	5	-6	-23	4	5	-20
sEH inhibitor	5	15	8	-6	1	12	11	-18
CYP2C19 activ	0.2	0.8	0.5	0.9	0.2	0.1	1.1	0.1
CYP2C19 inhib	78*	24	48	14	85*	88*	-6	92*
sEH act	-4	-13	-5	9	0	-9	-9	14
PostGolgi ctrl	4	3	1	10	-2	1	3	5

9: Cc1ccc(NC(=O)CS(=O)CC(=O)NCCCc2ccccc2)cc1Cl (centres undefined)
10: CCOc1cc(CN2CCN(c3ccc(C(C)=O)cc3)CC2)ccc1OC
11: OC(CNCc1ccccc1)(c1ccc(F)cc1)c1ccc(F)cc1
12: COC(=O)c1ccc(C(=O)OC)c(NC(=O)CSc2ccccn2)c1
13: CN1C(=O)/C(=C/c2ccccc2OCc2cccc(F)c2)N(C)C1=S
14: CN(C)c1ccc(C(=O)NCC2CCCO2)cc1 (centres undefined)
15: C=CCn1c(Cc2csc(N)n2)nnc1SCC(=O)OCC
16: CCOc1ccccc1C1C(C(=O)Nc2ccc(OC)cc2)=C(C)Nc2nc(CCCO)nn21 (centres undefined)

assay / compound	9	10	11	12	13	14	15	16
PostGolgi yeast	-4	7	11	-2	-1	x	23	6
S1P2 agonist	-8	-8	-2	-3	3	-7	-1	-4
hDAT+cocaine	-0.25	0.3	-0.2	-0.07	0.075	-0.91	-0.083	0.16
S1P2 antag	12	4	8	-7	-20	-2	-12	-5
sEH inhibitor	12	-1	x	-11	-4	-4	-6	-7
CYP2C19 activ	1	1.1	0.9	0.5	0.7	x	0.6	x
CYP2C19 inhib	3	-5	15	48	32	x	40	x
sEH act	-11	0	x	11	6	3	9	7
PostGolgi ctrl	4	11	12	0	27	x	7	-2

17: Cc1onc(-c2ccccc2)c1C(=O)Nc1ccc(N2CCOCC2)cc1
18: Cn1c(SCC(=O)N2CCCc3ccccc32)nc2cccnc21
19: COc1ccc2nc(NC(=O)c3ccc(Br)s3)sc2c1
20: O=C(c1ccccc1Cl)N1CCCC(c2nc3c(nnn3Cc3ccccc3)c(=O)[nH]2)C1 (centres undefined)
21: COc1ccccc1CNC(=O)COC(=O)C1=COCCO1
22: CC1CCN(S(=O)(=O)c2ccc3c(c2)CCN3C(=O)CCC(=O)O)CC1
23: CCOC(=O)c1cccc(N2C(=O)C3C(C2=O)C2C=CC3C23CC3)c1 (centres undefined)
24: O=C(O)C1Cc2ccccc2CN1C(=O)c1ccccc1Cl (centres undefined)

assay / compound	17	18	19	20	21	22	23	24
PostGolgi yeast	-7	x	-4	13	-1	2	-3	10
S1P2 agonist	-9	-6	-4	-3	-4	-9	-3	-2
hDAT+cocaine	-0.27	0.022	-2.7*	1.8	-0.37	-0.3	-0.42	-0.4
S1P2 antag	9	7	-21	-16	-1	11	-12	-15
sEH inhibitor	-3	-8	-1	1	11	x	-11	-3
CYP2C19 activ	0.9	x	0.9	0.9	0.4	0.9	0.5	1.1
CYP2C19 inhib	9	x	6	12	61*	7	46	-6
sEH act	1	7	1	-2	-8	x	6	1
PostGolgi ctrl	19	x	11	4	10	3	4	4

# Six structures from above, ordered by number of heavy atoms, low to high:
19: COc1ccc2nc(NC(=O)c3ccc(Br)s3)sc2c1
21: COc1ccccc1CNC(=O)COC(=O)C1=COCCO1
23: CCOC(=O)c1cccc(N2C(=O)C3C(C2=O)C2C=CC3C23CC3)c1 (centres undefined)
17: Cc1onc(-c2ccccc2)c1C(=O)Nc1ccc(N2CCOCC2)cc1
20: O=C(c1ccccc1Cl)N1CCCC(c2nc3c(nnn3Cc3ccccc3)c(=O)[nH]2)C1 (centres undefined)
16: CCOc1ccccc1C1C(C(=O)Nc2ccc(OC)cc2)=C(C)Nc2nc(CCCO)nn21 (centres undefined)

assay / compound	19	21	23	17	20	16
PostGolgi yeast	-4	-1	-3	-7	13	6
S1P2 agonist	-4	-4	-3	-9	-3	-4
hDAT+cocaine	-2.7*	-0.37	-0.42	-0.27	1.8	0.16
S1P2 antag	-21	-1	-12	9	-16	-5
sEH inhibitor	-1	11	-11	-3	1	-7
CYP2C19 activ	0.9	0.4	0.5	0.9	0.9	x
CYP2C19 inhib	6	61*	46	9	12	x
sEH act	1	-8	6	1	-2	7
PostGolgi ctrl	11	10	4	19	4	-2

# More records follow:
25: CC(=O)c1ccc(NC(=O)C2(c3ccccc3)CCOCC2)cc1
26: COc1ccccc1N1CCN(C(=O)CCn2c(=O)[nH]c3ccsc3c2=O)CC1
27: CC1=C(C(=O)OCC2CCCO2)C(c2ccccc2)NC(=O)N1 (centres undefined)
28: CCc1c(C)nc2cc(-c3cc(OC)cc(OC)c3)nn2c1N1CCCC1
29: Cc1ccc(-n2nc(C)c3c2OC(N)=C(C#N)C3c2ccco2)cc1 (centres undefined)
30: O=C(c1cccc(N2C(=O)C3CC=CCC3C2=O)c1)N1CCN(c2ccccc2)CC1 (centres undefined)
31: CCOC(=O)c1c(C)n(C)c2ccc(OC)c(NC(=O)CCN3CCSCC3)c12
32: CN(C(=O)COc1ccc(C(C)(C)C)cc1)C1CCS(=O)(=O)C1 (centres undefined)

assay / compound	25	26	27	28	29	30	31	32
PostGolgi yeast	-11	-3	4	1	-2	6	-8	-2
S1P2 agonist	-4	-7	-6	6	-4	-7	-5	2
hDAT+cocaine	0.8	0.91	-0.8	1.7	0.46	x	-0.12	3.7
S1P2 antag	1	21	15	-17	7	-4	-25	-11
sEH inhibitor	0	-9	x	-4	7	x	-2	9
CYP2C19 activ	0.7	1	0.4	0.7	0.8	x	0.8	1
CYP2C19 inhib	34	3	62*	26	18	x	22	4
sEH act	0	10	x	5	-8	x	3	-8
PostGolgi ctrl	-1	-1	-4	43*	25	5	4	5

33: N#Cc1c(Cl)c(Cl)c2nnc(-c3ccc(Br)cc3)n2c1Cl
34: Cc1cccc(C)c1OCC(O)CNC(C)(C)C (centres undefined)
35: Cc1cc(N2CCCC2=O)cc(C)c1S(=O)(=O)NCCOc1ccccc1
36: Cc1nc(Sc2ccccc2)c(C#N)cc1-c1ccccc1
37: COc1ccc(-c2ccc(OC)cc2)cc1
38: Cc1cnc(NC(=O)CSc2nnc(Cc3ccccc3)n2C)s1
39: COC(=O)Nc1sc(C(=O)N(C)C)c(C)c1C(=O)OC
40: O=c1[nH]c2ccc(Br)cc2c(-c2ccccc2)c1CN1CCOCC1

assay / compound	33	34	35	36	37	38	39	40
PostGolgi yeast	-1	3	14	9	x	-6	7	0
S1P2 agonist	-2	-3	-6	2	-6	-3	-7	-8
hDAT+cocaine	0.97	-0.23	0.17	0.45	-0.31	0.14	-0.16	0.22
S1P2 antag	-12	21	10	14	-4	10	6	-3
sEH inhibitor	-2	-14	-6	x	1	-4	-1	-2
CYP2C19 activ	0.6	1	0.1	0.4	x	0.8	0.9	0.8
CYP2C19 inhib	39	-5	88*	58*	x	24	8	20
sEH act	5	16	4	x	0	10	4	1
PostGolgi ctrl	-2	9	10	5	x	6	8	-2

41: Cc1ccc(S(=O)(=O)N2CC3(C)CN(S(=O)(=O)c4ccc(C)cc4)CC(C)(C2)C3)cc1
42: CCCC(=O)Nc1cccc(NC(=O)CN2CCN(c3ccccc3OC)CC2)c1
43: Cc1noc(C)c1C(=O)Nc1ccccc1-c1ccccc1
44: O=C(NCc1cccnc1)/C(=C/c1ccco1)NC(=O)c1ccccc1
45: O=C(Nc1ccc2ccccc2c1)N1CCN(c2ncccc2C(F)(F)F)CC1
46: CCC1Oc2ccc(C)cc2N(CC(=O)NCc2ccccc2OC)C1=O (centres undefined)
47: COC(=O)c1cc2c(ccn2-c2ccc(F)cc2)n1C(C)C
48: COc1cc(C2NC(=O)NC(C)=C2C(=O)OCC2CCCO2)ccc1O (centres undefined)

assay / compound	41	42	43	44	45	46	47	48
PostGolgi yeast	8	-2	4	0	-7	-3	1	7
S1P2 agonist	-6	x	-4	-5	-11	-1	-2	-5
hDAT+cocaine	-2.1	-0.37	-0.62	-0.08	0.49	-0.43	-0.17	-1.2
S1P2 antag	-11	x	-2	8	0	7	4	2
sEH inhibitor	-4	x	2	-16	55	12	-8	-9
CYP2C19 activ	0.9	0.1	0.8	0.9	0.3	0.1	0.9	0.9
CYP2C19 inhib	13	88*	24	12	70*	91*	6	9
sEH act	5	x	-2	20	-54	-11	9	10
PostGolgi ctrl	-4	4	11	10	1	10	16	-7

49: COc1ccc(N/N=C(/Oc2ccc([N+](=O)[O-])cc2)C(C)=O)cc1
50: CC(=O)Nc1nc(CC(C)C)cc(-c2ccco2)c1C#N
51: COc1ccc(S(=O)(=O)N(CCc2ccccc2)CC(=O)N2CCOCC2)cc1
52: CCCCNc1nc2ccccc2nc1NS(=O)(=O)c1cccs1
53: COC(=O)C1CSC(C(=O)OC)N1C(=O)CN1CC(C)OC(C)C1 (centres undefined)
54: O=C(/C=C/c1ccc(Cl)cc1)N1CCN(c2ccc(Cl)cc2[N+](=O)[O-])CC1
55: Cc1cc2cc(CN(CC3CCCO3)C(=O)c3cnccn3)c(=O)[nH]c2cc1C (centres undefined)
56: COc1ccc(S(=O)(=O)NC(C)C(=O)Nc2ccccc2F)cc1 (centres undefined)

assay / compound	49	50	51	52	53	54	55	56
PostGolgi yeast	x	1	-8	-12	24	-14	-1	-3
S1P2 agonist	-7	-5	-3	-5	-6	-3	-5	x
hDAT+cocaine	-1.2	0.62	1.8	0.036	-0.15	0.56	1.2	-2.7
S1P2 antag	-4	-25	5	11	17	27	5	x
sEH inhibitor	-9	5	-18	-8	-15	4	-13	x
CYP2C19 activ	x	1.1	0.8	1	1	0.5	0.9	0.6
CYP2C19 inhib	x	-11	25	2	-1	54*	11	43
sEH act	13	-2	18	10	16	-6	11	x
PostGolgi ctrl	x	6	4	20	-1	93*	6	15

57: CS(=O)(=O)N(CC(=O)N1CCN(c2ccc(F)cc2)CC1)c1ccc(F)c(Cl)c1
58: Cn1cc(C(=O)NCC2COc3ccccc3O2)c(=O)c2cc(S(=O)(=O)N3CCCCC3)ccc21 (centres undefined)
59: CC1CC(C)CN(CCOc2ccc(Cl)cc2Cl)C1 (centres undefined)
60: COc1ccc(-c2n[nH]c(=S)n2Cc2ccco2)cc1
61: O=C(/C=N/O)NCc1ccncc1
62: c1ccc(-c2ccccc2OCCn2cncn2)cc1
63: CCCCCCCCC/C(=N\O)c1ccccn1
64: COc1ccc(CCNC(=O)Cn2c(-c3nonc3N)nc3ccccc32)cc1OC
65: O=S(=O)(NCC1CCCO1)c1ccc(S(=O)(=O)N(Cc2ccc(F)cc2)C2CCCCC2)cc1 (centres undefined)

assay / compound	57	58	59	60	61	62	63	64	65
PostGolgi yeast	3	-5	89*	-8	8	3	4	-9	x
S1P2 agonist	-5	-2	-1	-3	-6	-10	-8	-3	-6
hDAT+cocaine	0.2	-0.8	-8.3*	0.61	0.49	0.2	-0.12	0.16	-0.088
S1P2 antag	7	-24	-5	5	22	11	-5	16	-7
sEH inhibitor	13	10	-10	4	-7	6	2	-9	5
CYP2C19 activ	0.3	1.3	0	1	1	0	0.8	0.1	x
CYP2C19 inhib	71*	-34	98*	-3	-3	97*	24	89*	x
sEH act	-15	-12	8	-2	6	-6	1	9	-4
PostGolgi ctrl	0	9	29	-1	-12	1	30	4	x
